proCasp3 act: procaspase-3 (human) activation; P42574; recombinant procaspase-3 D3A, Ac-DEVD-pNA absorbance 405 nm; hit rate 0.11% among 330,000; activation, % at 8.5 µM;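 active = activation above the mean of all tested compounds plus 3 SD, cut at about 21% in these data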;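 also: 0% = DMSO alone and 100% = DMSO wells spiked with extra 5 µM PC-3 D3A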
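Assay system: Autoprocessing-dead procaspase-3 D3A mutant enzyme; also added: Ac-DEVD-pNA; doses: one concentration, 8.5 µM nominal, 0.8% DMSO; times: 1 h compound preincubation, 2 h substrate hydrolysis at 25 °C; technique: 405 nm absorbance of p-nitroaniline, reads at 0 and 120 min; measure: % activation between DMSO and enzyme-spiked controls; repeats: single replicate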
LAP4-GFP MLPCN: modulators of TOR pathway LAP4-GFP in S. cerevisiae. S. cerevisiae LAP4-GFP multiplex, flow cytometry GFP, 3 h; median GFP as percent of DMSO wells. GFP response vs DMSO, % at 10 µM. hit rate 0.34% among 320,000. AID 2023;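 active = GFP response vs DMSO above a set limit, about the screen mean plus 3 SD, cut at about 150% in these data; inconclusive = under 70 cell events counted for the yeast strain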
EBNA-1 inh: blocks EBNA-1 binding to DNA | EBNA-1 DNA binding, fluorescence polarization | inhibition, % at 14.8 µM | hit rate 0.34% among 300,000 | AID 1950; in the data active = inhibition above about 28%
RPL19A TOR yeast: modulators of TOR pathway RPL19A-GFP in S. cerevisiae; percent response vs DMSO, % at 10 µM; S. cerevisiae RPL19A-GFP strain, flow cytometry, 3 h; stronger effect = lower value; hit rate 0.3% among 330,000;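 active = percent response vs DMSO below 50%; inconclusive = fewer than 70 events counted for the yeast strain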;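 also: median channel GFP fluorescence of the barcoded RPL19A-GFP strain; ratio of sample median GFP to plate DMSO average so 100% = DMSO; lower means less RPL19A-GFP as with rapamycin TOR inhibition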
procasp7 counter: activates human procaspase-7, counter-screen for procaspase-3 activators; recombinant procaspase-7, Ac-DEVD-pNA absorbance 405 nm; D23A/D198A/D206A triple mutant, cannot self-cleave; scale: DMSO 0, 5 µM enzyme 100; P55210; hit rate 0.093% among 330,000; activation, % at 8.5 µM;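 active = percent activation above the screen-wide mean plus 3 SD, cut at about 25% in these data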
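buffer or medium = Zinc-free HEPES/NaCl buffer, pH 7.4 | material = Procaspase-7 triple mutant (PC-7 D3A) | input = 2 µM procaspase-7 mutant as dispensed | signal = Epi-absorbance of released pNA at 405 nm, two timepoints | timing = 1 h preincubation, 2 h reaction | replicates = singlicate compound testing | evaluation = % activation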
AHR act: activators of human aryl hydrocarbon receptor; AHR-responsive luciferase reporter cells, luminescence; activation, % at 5 µM; P35869; AID 2796; hit rate 2.5% among 320,000; in the data active = activation above about 47%;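 also: 0% = vehicle wells and 100% = reference agonist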
ZTA counter: ZTA (EBV) inhibition in EBNA-1 counter-screen. P03206. AID 2234. hit rate 0.15% among 320,000. ZTA-DNA binding, fluorescence polarization. inhibition, % at 11 µM; in the data active = inhibition above about 33%
MEP2 TOR yeast: yeast TOR pathway MEP2-GFP modulation | hit rate 0.51% among 330,000 | GFP response vs DMSO, % at 10 µM | S. cerevisiae MEP2-GFP strain, flow cytometry GFP, 3 h; 100% = DMSO control level | AID 2016;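 active = GFP response versus DMSO above a set limit, roughly screen mean plus 3 SD, cut at about 180% in these data; inconclusive = fewer than 70 cells counted for a yeast strain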;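 also: median GFP fluorescence of the barcode-gated MEP2-GFP cells per well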
An asterisk follows results filed as active; ? = inconclusive; . = not tested or not shown.

smiles | proCasp3 act | LAP4-GFP MLPCN | EBNA-1 inh | RPL19A TOR yeast | procasp7 counter | AHR act | ZTA counter | MEP2 TOR yeast
O=C1CC(NCc2ccccc2F)C(=O)N1c1ccccc1 (stereo unspecified) | -4 | 93 | -2 | 98 | 2 | -2 | 20 | 100
CCCC1=C(C(=O)OCC)C(c2ccco2)n2ncnc2N1 (stereo unspecified) | -4 | 110 | 3 | 105 | 3 | 0 | -4 | 101
Cc1csc(Nc2ccccc2)n1 | 1 | 105 | -3 | 98 | 0 | 3 | -1 | 92
O=C1[C@H]2[C@@H](C3CC3)N3C(=O)CN(Cc4ccccn4)C(=O)[C@@]3(Cc3ccccc3)[C@H]2C(=O)N1c1ccccc1 | 0 | 108 | -5 | 90 | -8 | 1 | 3 | 88
CC(=O)O[C@H]1CC[C@H]2[C@@H]3CCc4cc(O)ccc4[C@H]3CC[C@]12C | 3 | 128 | 7 | 101 | -6 | -3 | -5 | 98
CSc1nsc(NC(=O)CCNC(=O)c2ccc([N+](=O)[O-])cc2)n1 | 7 | 98 | 1 | 94 | 2 | 6 | 2 | 124
CCCCc1c(O)nc(SCC(=O)Nc2ccc3c(c2)CCC3)[nH]c1=O | 1 | ? | -5 | 94 | -1 | 10 | -2 | 88
CCOC(=O)C1CCc2sc(N)c(C#N)c21 (stereo unspecified) | 6 | 94 | -13 | 100 | 1 | -1 | 0 | 94
COc1ccccc1NC(=O)c1cc([N+](=O)[O-])ccc1NCCN1C(=O)CCC1=O | -2 | 94 | -11 | 96 | 14 | 51* | -10 | 104
CC(C)(C)N(CC#CCC1(O)c2ccccc2-c2ccccc21)CCO | 13 | 106 | -4 | 99 | -5 | -1 | 1 | 116
O=c1ccnc(Nc2ccc3c(c2)OCCO3)[nH]1 | 4 | 103 | 5 | 98 | 0 | 7 | 0 | 98
CCOC(=O)C1=C(C)NC(=S)NC1c1ccc(-c2cccc(Cl)c2C)o1 (stereo unspecified) | -9 | 100 | 6 | 96 | -6 | 2 | 6 | 99
O=C(NCc1ccccc1Cl)C(=O)NCC1OCCN1S(=O)(=O)c1cccs1 (stereo unspecified) | 2 | 95 | -5 | 102 | 12 | 1 | -16 | 100
O=C(COC(=O)CCCOc1ccccc1)NNC(=O)c1ccc([N+](=O)[O-])cc1 | 10 | 97 | 12 | 94 | 1 | -2 | 1 | 95
Cc1ccsc1C(=O)NCCc1c[nH]c2ccccc12 | 3 | 104 | 0 | 96 | -3 | 10 | 1 | 100
CC(=O)c1c(C(C)=O)c(C)n(NC(=O)c2ccccc2Cl)c1C | 5 | 99 | 5 | 91 | -6 | -2 | 9 | 91
COc1cccc(CNC(=O)c2cc3ccccn3n2)c1 | 6 | 101 | 7 | 96 | 6 | 5 | 13 | 100
Cc1ccc2nc(NC(=O)c3ccc(N4C(=O)CCC4=O)cc3)sc2c1 | -1 | 97 | 35* | 101 | 17 | 8 | 2 | 100
COC(=O)CN(c1cccc(C(C)=O)c1)S(C)(=O)=O | 5 | 93 | 6 | 102 | 6 | 0 | 9 | 103
CCN1CCN(C(CNS(=O)(=O)c2ccc(Cl)cc2)c2cccnc2)CC1 (stereo unspecified) | 7 | 108 | -10 | 100 | -6 | -2 | -4 | 104
Nc1nc(NCCc2ccccc2)nc(NCCO)c1[N+](=O)[O-] | 4 | 98 | -4 | 104 | -1 | 29 | 6 | 105
Cc1ccc(C(=O)CCC(=O)NC2=NCCS2)cc1 | 5 | 99 | . | 96 | 8 | 4 | -7 | 97
CCOc1ccc(-n2cc(C(=O)c3cc(Cl)ccc3O)cc(C#N)c2=O)cc1 | 1 | 98 | 9 | 91 | 8 | 0 | 0 | 98
COc1ccc(OC)c(-c2csc(NC(=O)CSCC(=O)Nc3cc(C)on3)n2)c1 | -1 | 98 | . | 93 | -4 | 2 | -7 | 97
CN=C1S/C(=C\c2cccc(Cl)c2Cl)C(=O)N1C | 9 | 121 | -6 | 97 | 3 | 5 | -8 | 101
C[n+]1ccccc1Nc1cc([N+](=O)[O-])ccc1N | -5 | 75 | -12 | 88 | 23 | 0 | -17 | 85
CC(C)(C)c1cc(C(=O)NCc2cc(F)cc3c2OCOC3)n(Cc2ccccc2)n1 | -6 | 113 | -5 | 104 | 0 | 3 | 9 | 98
CC(=O)c1ccc(NC(=O)CN2CCC(C(=O)c3ccc(F)cc3)CC2)cc1 | -1 | 98 | 10 | 96 | 8 | 0 | 10 | 96
O=C(COc1cccnc1[N+](=O)[O-])c1ccc(Cl)s1 | -29 | 98 | -2 | 97 | -40 | 1 | 11 | 99
O=C(CSc1nncn1-c1ccccc1)Nc1cc(F)ccc1F | -2 | 100 | -2 | 104 | -12 | 5 | 1 | 104
CCC(CC)CN1C(N(C)C)=NC[C@@H]1CC(C)C | -2 | 92 | 3 | 92 | 0 | 1 | -2 | 96
O=C(NCC(c1cccs1)N1CCOCC1)c1cccc([N+](=O)[O-])c1 (stereo unspecified) | -5 | 94 | -12 | 101 | 2 | 4 | -32 | 99
CC(C)NS(=O)(=O)c1ccc(Br)c(C(=O)OC(C)C(=O)NC2CCCCC2C)c1 (stereo unspecified) | 6 | 100 | -3 | 97 | 2 | 6 | -10 | 103
O=C(N/N=C/c1ccc(F)cc1)c1ccc(OCc2ccccc2)cc1 | 6 | 114 | 2 | 104 | 3 | -1 | -3 | 112
COc1ccc(CC(=O)n2[nH]c(=O)cc(C)c2=O)cc1OC | -7 | 104 | -3 | 97 | 1 | 2 | 6 | 102
CSc1ncc(C(=O)Nc2ccccc2C)c(C)n1 | 4 | 85 | -1 | 99 | 11 | -1 | -1 | 98
Cc1ccccc1NC(=O)Oc1cccc(OC(=O)c2ccccc2)c1 | 5 | 100 | -15 | 107 | -1 | 2 | 9 | 102
Cc1cc(=O)[nH]c(SCCOc2ccc3c(c2)CCC3)n1 | 4 | 103 | 0 | 101 | -4 | 4 | 4 | 112
Cc1nc2ccc(C(=O)N3CCN(Cc4ccccc4)CC3)cc2[nH]1 | 5 | 90 | -5 | 70 | 0 | 0 | -2 | 149
CCOC(=O)c1ccc2c(c1)nc(SCC(=O)N1CCOCC1)n2CC | 8 | 85 | 10 | 96 | 7 | 1 | 6 | ?
CCOc1ccc(CC2CCC(=O)NC2=O)cc1 (stereo unspecified) | -3 | 105 | -10 | 111 | -1 | -2 | -15 | 117
C(=C\n1nnc2ccccc21)/c1ccccn1 | 7 | 103 | 2 | 94 | -8 | 44 | 0 | 104
COc1ccc(CN(C(=O)CO/N=C/c2ccccc2)c2ccccc2C(=O)O)cc1 | -2 | 99 | 10 | 93 | -4 | -2 | -3 | 100
O=c1ccc2cc(S(=O)(=O)N3CCN(c4ccccc4F)CC3)ccc2o1 | -8 | 92 | -4 | 100 | -1 | 0 | -3 | 98
Nc1c(C(=O)c2ccccc2)oc2ccccc12 | -12 | 106 | 4 | 99 | -11 | 112* | 2 | 89
O=C(N/N=C/c1ccccn1)c1cccc(S(=O)(=O)N2CCCC2)c1 | 3 | 107 | -1 | 100 | -5 | 1 | -4 | 99
C(=N\Nc1nn[nH]n1)/c1ccccc1 | 5 | 96 | 11 | 100 | -2 | 1 | -3 | 103
CCOC(=O)c1ccc(NS(=O)(=O)N2CCCCCC2)cc1 | 3 | 101 | 5 | 100 | 7 | 16 | -8 | 100
CCN(C(C)=O)c1cccc2ccccc12 | -2 | 98 | -12 | 103 | 16 | 8 | 16 | 104
COc1ccc(OC)c(-c2c3c([nH]c(=S)c2C#N)CCCC3)c1 | -8 | 101 | 2 | 98 | -12 | -2 | 8 | 97
CS(=O)(=O)N(CC(=O)Nc1ccccc1-c1ccccc1)c1ccc(F)cc1 | 0 | 100 | 9 | 98 | 9 | 2 | -3 | 100
COCCN(C(=O)Nc1ccccc1)c1ccccc1C | 15 | 100 | -4 | 106 | 1 | 4 | -13 | 103
CCOC(=O)c1cc(-c2ccc(OC)cc2)nc2c1c(C)nn2CCC#N | -2 | 107 | -15 | 102 | 15 | -2 | 3 | 105
O=C1c2cccc3c(N4CCCCC4)ccc(c23)C(=O)N1CCO | -7 | 106 | -4 | 97 | -3 | 7 | -17 | 108
NC(=O)[C@@H]1CC2(CC(c3cccc(NC(=O)[C@@H]4CCC(=O)N4)c3)=NO2)CN1C(=O)Cc1ccc([N+](=O)[O-])cc1 (stereo partly specified) | -4 | 99 | 0 | 102 | -3 | -1 | -6 | 103
COc1ccc(N=C2S/C(=C\c3ccc(Cl)c([N+](=O)[O-])c3)C(=O)N2CCN(C)C)cc1 | -11 | 101 | -1 | 106 | -6 | 1 | 10 | 104

Remaining list, next part.
smiles | proCasp3 act | LAP4-GFP MLPCN | EBNA-1 inh | RPL19A TOR yeast | procasp7 counter | AHR act | ZTA counter | MEP2 TOR yeast
COc1cc(C(=O)NNC(=O)CCOc2ccccc2C)cc(OC)c1OC | -1 | 94 | . | 99 | 6 | -2 | . | 106
COc1ccc(NC(=O)c2ccccc2)cc1 | 6 | 104 | . | 94 | 1 | 1 | -10 | 96
C=CCNC(=O)C(=O)NCCOc1ccccc1Cl | 6 | 109 | 7 | 107 | -9 | -2 | -2 | 109
COc1ccc(S(=O)(=O)N(CC(=O)O)c2ccc(C)cc2)cc1 | 4 | 95 | 5 | 100 | 8 | 1 | -4 | 103
CC(=O)c1ccc(NC(=O)c2ccc(CSc3ccccc3)o2)cc1 | 4 | 100 | 3 | 100 | -7 | 11 | 11 | 102
O=[N+]([O-])c1ccc(Nc2ccc(N3CCOCC3)cc2)c([N+](=O)[O-])c1 | 8 | 104 | 9 | 105 | -1 | 12 | 2 | 109
COc1ccc(NC(=O)N2CCCC2C(=O)NCc2ccc(C)cc2)cc1 (stereo unspecified) | 8 | 99 | 7 | 101 | 9 | -2 | -1 | 100
CCN(CC)C(=S)NC(=O)c1cc(OC)c(OC)c(OC)c1 | -3 | 98 | 5 | 104 | -3 | 6 | 9 | 99

6 entries out of the list, ordered by number of heavy atoms, low to high.
smiles | proCasp3 act | LAP4-GFP MLPCN | EBNA-1 inh | RPL19A TOR yeast | procasp7 counter | AHR act | ZTA counter | MEP2 TOR yeast
CN=C1S/C(=C\c2cccc(Cl)c2Cl)C(=O)N1C | 9 | 121 | -6 | 97 | 3 | 5 | -8 | 101
O=C(COc1cccnc1[N+](=O)[O-])c1ccc(Cl)s1 | -29 | 98 | -2 | 97 | -40 | 1 | 11 | 99
COc1ccc(CC(=O)n2[nH]c(=O)cc(C)c2=O)cc1OC | -7 | 104 | -3 | 97 | 1 | 2 | 6 | 102
O=C(NCC(c1cccs1)N1CCOCC1)c1cccc([N+](=O)[O-])c1 (stereo unspecified) | -5 | 94 | -12 | 101 | 2 | 4 | -32 | 99
CCOC(=O)C1=C(C)NC(=S)NC1c1ccc(-c2cccc(Cl)c2C)o1 (stereo unspecified) | -9 | 100 | 6 | 96 | -6 | 2 | 6 | 99
CCOc1ccc(-n2cc(C(=O)c3cc(Cl)ccc3O)cc(C#N)c2=O)cc1 | 1 | 98 | 9 | 91 | 8 | 0 | 0 | 98

Screening data from PubChem.
